Source: PubChem BioAssay
Xi reactivation: activators of inactive X chromosome reactivation, primary screen, imaging, XiGFP fibroblasts, GFP high-content imaging, set 2; 360,000 tested, 0.055% active; XiGFP mouse fibroblasts, % GFP-positive cells imaging, 3 d; cells co-treated with 5-aza-dC sensitizer; scaled so ellipticine positive control = 100%; activation, % at 7.58 µM;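 active = mean normalized replicate activation at least 10% and every replicate at or above 10%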;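 also: 0% = median of on-plate neutral control wells and 100% = ellipticine 6 µM median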
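assay system = SV40-immortalized XiGFP fibroblast cells, line 68-5-11 | buffer or medium = DMEM plus 5-aza-dC sensitizer | doses = single-point pinned compound dosing | times = 3-day compound exposure, then 15 min fixation at room temperature | benchmarks = positive control ellipticine, 6 µM final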
* marks the source's active call; other numbers are inactive results; & = joins results of further samples.

SMILES	Xi reactivation
CC(C)CC#Cc1ccc([C@H]2[C@@H](CO)N3C(=O)CN(C(=O)NC(C)C)C[C@H]23)cc1	0.2
Cc1noc(C)c1NC(=O)N1C[C@@H](O)COC[C@H]2O[C@@H](CC(=O)N[C@H]3CCN(Cc4ccccc4)C3)CC[C@@H]21	0.0
COC(=O)c1ccc(CN2CC(=O)N3[C@H](CO)[C@H](c4ccc(-c5ccccc5)cc4)[C@H]3C2)cc1	0.2
O=C1N[C@H](Cc2ccccc2)COCc2cn(nn2)CC[C@H]1Cc1cccc(Cl)c1	0.1
CCS(=O)(=O)N1CC(=O)N2[C@H](CO)[C@@H](c3ccc(C4=CCCCC4)cc3)[C@@H]2C1	0.0
C[C@H]1CC=CC[C@@H](c2cccc(Cl)c2)NC(=O)[C@H](Cc2ccccc2)N(C)C(=O)c2ccccc2O1 (mixture of isomers)	0.1
COc1cccc(C#Cc2ccc3c(c2)[C@H]2[C@H](CCN2C(=O)c2ccccc2F)[C@@H](CO)N3)c1	0.2
COc1ccc2c3c(n(C)c2c1)[C@@H](CO)N(Cc1ccccc1F)CC31CCN(C(C)=O)CC1	0.4
CC(C)CC#Cc1ccc([C@@H]2[C@@H](CO)N3C(=O)CN(C(=O)NC(C)C)C[C@H]23)cc1	0.5
C[C@H]1CN([C@@H](C)CO)C(=O)c2ccccc2-c2ccccc2CO[C@@H]1CN(C)C(=O)Nc1cccc(Cl)c1Cl	0.0
C[C@H](CO)N1C[C@H](C)[C@@H](CN(C)C(=O)NC2CCCCC2)Oc2c(NC(=O)Cn3cnnn3)cccc2C1=O	-0.2
C[C@H]1COCn2nncc2CC[C@@H](Cc2ccccc2)C(=O)N1	0.1
COc1cccc(CN2CC3(C2)[C@H](c2ccccc2)[C@@H](CO)N3Cc2ccccc2OC)c1	0.1
O=C(c1cccc(F)c1)N1CC(=O)N2[C@H](CO)[C@@H](c3ccc(-c4ccccc4)cc3)[C@@H]2C1	0.0
CC(C)NC(=O)Nc1ccc2c(c1)CC(=O)N(C)C[C@H](C)[C@@H](CN(C)C(=O)OC(C)(C)C)O2	0.2
COc1ccc2c3c(n(C)c2c1)[C@H](CO)N(C(C)=O)CC31CCN(Cc2cncnc2)CC1	0.3
COc1ccc2c3c(n(C)c2c1)[C@H](CO)N(Cc1ccccc1)CC31CCN(C)CC1	0.3
N#Cc1ccc(-c2ccc(C3[C@@H]4CN(S(=O)(=O)c5cccc(Cl)c5)C[C@H]3N4)cc2)cc1 (some centres undefined)	0.0
CNC[C@@H]1Oc2ccc(NS(C)(=O)=O)cc2CC(=O)N(C)C[C@H]1C	-0.1
C[C@@H]1CN(C)C(=O)Cc2cc(N(C)C)ccc2O[C@H]1CN(C)C	0.4
CO[C@H](C(=O)N(C)C[C@H]1OCc2ccccc2-c2ccccc2C(=O)N([C@H](C)CO)C[C@@H]1C)c1ccccc1	0.4
C[C@H]1CC=CC[C@H](c2ccc3c(c2)OCO3)NC(=O)[C@@H](Cc2ccccc2)N(C)C(=O)c2ccccc2O1 (mixture of isomers)	-0.1
C[C@@H]1CC=CC[C@@H](c2cccc(Cl)c2)NC(=O)[C@@H](C)N(C)C(=O)c2ccccc2O1 (mixture of isomers)	0.0
CC(C)[C@H]1C(=O)N[C@H](c2ccccc2)CC=CC[C@@H](C)Oc2ccccc2C(=O)N1C (mixture of isomers)	0.0
CCC(=O)N1CC(=O)N2[C@H](CO)[C@@H](c3ccc(C#CC(C)C)cc3)[C@H]2C1	0.1

The listing continues.
SMILES	Xi reactivation
CC(C)CC#Cc1ccc([C@H]2[C@H]3CN(S(C)(=O)=O)CC(=O)N3[C@H]2CO)cc1	0.1
CC(=O)Nc1cccc2c1O[C@H](CN(C)C)[C@H](C)CN(C)C2=O	0.3
COc1ccc(CN2CC3(C2)[C@H](c2ccccc2)[C@@H](CO)N3CC2CCCC2)cc1	0.1
COc1ccc2c3c(n(C)c2c1)[C@@H](CO)N(Cc1ccncc1)CC31CCN(C(=O)C2CC2)CC1	0.2
COc1ccc2c3c(n(C)c2c1)[C@H](CO)N(C(=O)C1CCOCC1)CC31CCN(C(=O)c2ccncc2)CC1	0.0
CC(=O)N(C)C[C@@H]1Oc2ccc(NS(C)(=O)=O)cc2C(=O)N(C)C[C@@H]1C	0.2
C[C@@H]1CN(C)C(=O)c2cccc(NS(C)(=O)=O)c2O[C@@H]1CN(C)C	0.0
O=C1N[C@H](Cc2ccccc2)COCc2cn(nn2)CC[C@@H]1Cc1cccc(Cl)c1	0.1
O=C1C[C@H](c2ccccc2)C(=O)N[C@H](c2ccccc2)C/C=C\C[C@H](c2ccccc2)N1	0.1
CC(C)COC(=O)N(C)C[C@H]1OCc2ccccc2-c2ccccc2C(=O)N([C@H](C)CO)C[C@@H]1C	0.1
COc1ccc2c3c(n(C)c2c1)[C@H](CO)N(C(=O)c1ccc(F)cc1)CC31CCN(CC2CC2)CC1	0.2
COc1ccc2c3c([nH]c2c1)[C@H](CO)N(C(=O)c1ccccn1)CC31CCN(S(C)(=O)=O)CC1	0.0
COc1ccc(C[C@H]2CCn3cc(nn3)COCCCNC2=O)cc1	0.2
CC(C)[C@H]1CC=CC[C@H](C)Oc2ccccc2C(=O)N(C)[C@H](C(C)C)C(=O)N1 (mixture of isomers)	0.0
CC(C)[C@@H]1COCc2cnnn2CCC[C@@H](C)C(=O)N1	0.0
C[C@H]1CN(C)C(=O)Cc2cc(N(C)C)ccc2O[C@@H]1CN(C)S(C)(=O)=O	0.0
C[C@H]1CN(C)C(=O)c2cccc(N(C)C)c2O[C@@H]1CN(C)C	0.5
COc1ccc2c3c([nH]c2c1)[C@H](CO)N(Cc1cc(F)ccc1F)CC31CCN(C)CC1	0.3
CNC[C@@H]1OCc2ccccc2-c2ccccc2C(=O)N([C@@H](C)CO)C[C@H]1C	0.2
COc1ccc2c3c([nH]c2c1)[C@H](CO)N(C)CC31CN(C(=O)c2ccccc2F)C1	0.2
CC(=O)N(C)C[C@@H]1Oc2ccc(NC(=O)NC(C)C)cc2C(=O)N(C)C[C@H]1C	0.2
C[C@@H]1CN(C)C(=O)c2ccccc2O[C@H]1CN(C)C	-0.1
CC(=O)N(C)C[C@H]1Oc2c(N)cccc2C(=O)N(C)C[C@@H]1C	-0.1
C[C@H]1CCn2cc(nn2)COCCNC1=O	0.0
C[C@@H]1CN(C)C(=O)c2cccnc2O[C@@H]1CN(C)S(C)(=O)=O	0.2

18 entries from above, set out differently.
structure,Xi reactivation
CC(C)CC#Cc1ccc([C@H]2[C@@H](CO)N3C(=O)CN(C(=O)NC(C)C)C[C@H]23)cc1,0.2
Cc1noc(C)c1NC(=O)N1C[C@@H](O)COC[C@H]2O[C@@H](CC(=O)N[C@H]3CCN(Cc4ccccc4)C3)CC[C@@H]21,0.0
COC(=O)c1ccc(CN2CC(=O)N3[C@H](CO)[C@H](c4ccc(-c5ccccc5)cc4)[C@H]3C2)cc1,0.2
O=C1N[C@H](Cc2ccccc2)COCc2cn(nn2)CC[C@H]1Cc1cccc(Cl)c1,0.1
CCS(=O)(=O)N1CC(=O)N2[C@H](CO)[C@@H](c3ccc(C4=CCCCC4)cc3)[C@@H]2C1,0.0
C[C@H]1CC=CC[C@@H](c2cccc(Cl)c2)NC(=O)[C@H](Cc2ccccc2)N(C)C(=O)c2ccccc2O1 (mixture of isomers),0.1
COc1cccc(C#Cc2ccc3c(c2)[C@H]2[C@H](CCN2C(=O)c2ccccc2F)[C@@H](CO)N3)c1,0.2
COc1ccc2c3c(n(C)c2c1)[C@@H](CO)N(Cc1ccccc1F)CC31CCN(C(C)=O)CC1,0.4
CC(C)CC#Cc1ccc([C@@H]2[C@@H](CO)N3C(=O)CN(C(=O)NC(C)C)C[C@H]23)cc1,0.5
C[C@H]1CN([C@@H](C)CO)C(=O)c2ccccc2-c2ccccc2CO[C@@H]1CN(C)C(=O)Nc1cccc(Cl)c1Cl,0.0
C[C@H](CO)N1C[C@H](C)[C@@H](CN(C)C(=O)NC2CCCCC2)Oc2c(NC(=O)Cn3cnnn3)cccc2C1=O,-0.2
C[C@H]1COCn2nncc2CC[C@@H](Cc2ccccc2)C(=O)N1,0.1
COc1cccc(CN2CC3(C2)[C@H](c2ccccc2)[C@@H](CO)N3Cc2ccccc2OC)c1,0.1
O=C(c1cccc(F)c1)N1CC(=O)N2[C@H](CO)[C@@H](c3ccc(-c4ccccc4)cc3)[C@@H]2C1,0.0
CC(C)NC(=O)Nc1ccc2c(c1)CC(=O)N(C)C[C@H](C)[C@@H](CN(C)C(=O)OC(C)(C)C)O2,0.2
COc1ccc2c3c(n(C)c2c1)[C@H](CO)N(C(C)=O)CC31CCN(Cc2cncnc2)CC1,0.3
COc1ccc2c3c(n(C)c2c1)[C@H](CO)N(Cc1ccccc1)CC31CCN(C)CC1,0.3
N#Cc1ccc(-c2ccc(C3[C@@H]4CN(S(=O)(=O)c5cccc(Cl)c5)C[C@H]3N4)cc2)cc1 (some centres undefined),0.0

Next compounds
SMILES	Xi reactivation
N#C[C@@H]1[C@@H](c2ccc(C#Cc3cccnc3)cc2)[C@@H](CO)N1C(=O)NC1CCCC1	-0.1
CCC(=O)N1[C@H](C#N)[C@H](c2ccccc2-c2ccccc2)[C@@H]1CO	0.0
CC(=O)Nc1ccc2c(c1)CC(=O)N(C)C[C@@H](C)[C@@H](CN(C)S(C)(=O)=O)O2	0.4
COc1ccc([C@H]2CC=CC[C@H](C)Oc3ccccc3C(=O)N(C)[C@H](C)C(=O)N2)c(OC)c1 (mixture of isomers)	0.0
C[C@@H]1CN(C)C(=O)Cc2cc(N)ccc2O[C@H]1CN(C)C	0.3
COc1ccccc1NC(=O)N1CC(=O)N2[C@H](C1)[C@H](c1ccc(C#CCC(C)C)cc1)[C@@H]2CO	0.6
Cc1noc(C)c1S(=O)(=O)N(C)C[C@H]1Oc2ccc(NC(=O)Cc3cn(C)c4ccccc34)cc2C(=O)N([C@H](C)CO)C[C@@H]1C	0.0
O=C1C[C@H](c2ccccc2)C(=O)N[C@@H](c2ccccc2)C/C=C\C[C@H](c2ccccc2)N1	0.0
COc1ccc2c3c(n(C)c2c1)[C@@H](CO)NCC31CN(S(=O)(=O)c2cccc(F)c2)C1	0.3
C[C@H](CO)N1C[C@H](C)[C@@H](CN(C)S(C)(=O)=O)Oc2ccc(NC(=O)Nc3ccc4c(c3)OCO4)cc2CC1=O	0.0
CC(C)NC(=O)Nc1ccc2c(c1)CC(=O)N(C)C[C@@H](C)[C@H](CN(C)C(=O)OC(C)(C)C)O2	0.3
COc1ccc(CN2CC3(CCN(C(=O)Nc4cccc(F)c4)CC3)c3c([nH]c4cc(OC)ccc34)[C@@H]2CO)cc1	0.2
C[C@H]1CC=CC[C@@H](c2ccc(F)cc2)NC(=O)[C@H](Cc2ccccc2)N(C)C(=O)c2ccccc2O1 (mixture of isomers)	0.2
COc1ccc2c3c([nH]c2c1)[C@@H](CO)N(C(=O)C1CCCCC1)CC31CCN(C)CC1	0.3
CO[C@H]1CN(C)C(=O)c2ccc(NC(=O)C3CCOCC3)cc2OC[C@H](C)N(C(=O)c2ccccc2)C[C@@H]1C	0.1
CC(C)NC(=O)Nc1cccc2c1O[C@H](CN(C)C(=O)NC(C)C)[C@@H](C)CN(C)C2=O	0.2
CC(=O)N(C)C[C@H]1Oc2ccc(N(C)C)cc2C(=O)N(C)C[C@H]1C	0.1
CC(C)[C@@H]1C(=O)N[C@H](c2cccc(Cl)c2)CC=CC[C@@H](C)Oc2ccccc2C(=O)N1C (mixture of isomers)	0.4
CC(C)NC(=O)N1C[C@@H]2C(c3ccccc3)[C@H](C1)N2CC(F)(F)F (some centres undefined)	0.0&0.1
C[C@@H]1CN(C)C(=O)c2cc(NS(C)(=O)=O)ccc2O[C@H]1CN(C)C	0.3
CCCN1C[C@H](C)[C@@H](OC)CN(C)C(=O)c2cc(NC(=O)NC3CCCC3)ccc2OC[C@H]1C	0.1
COc1ccc2c3c(n(C)c2c1)[C@@H](CO)N(CC1CC1)CC31CCN(Cc2nccs2)CC1	0.3
COc1ccc2c3c([nH]c2c1)[C@H](CO)N(C(=O)Nc1ccc(F)cc1)CC31CN(S(=O)(=O)c2cccs2)C1	0.4
CCCNC(=O)N1CC2(C1)CN(C(=O)CCC)[C@H](CO)c1[nH]c3cc(OC)ccc3c12	0.4
N#C[C@H]1[C@@H](c2ccccc2-c2cccc(F)c2)[C@@H](CO)N1C(=O)NC1CCCCC1	0.1

More compounds.
SMILES	Xi reactivation
CC(=O)Nc1ccc2c(c1)CC(=O)N(C)C[C@@H](C)[C@H](CN(C)C(C)=O)O2	0.2
O=S(=O)(Cc1ccccc1)N1CC2(C1)[C@H](c1ccccc1)[C@H](CO)N2CC1CCCC1	0.3
CC(C)[C@@H]1C(=O)N[C@H](c2ccc3c(c2)OCO3)CC=CC[C@H](C)Oc2ccccc2C(=O)N1C (mixture of isomers)	0.1
C[C@H]1CC=CC[C@H](c2ccccc2)NC(=O)[C@H](C)N(C)C(=O)c2ccccc2O1 (mixture of isomers)	0.8
CC(C)[C@H]1C(=O)N[C@@H](c2ccc3c(c2)OCO3)CC=CC[C@@H](C)Oc2ccccc2C(=O)N1C (mixture of isomers)	0.0
O=C1N[C@@H](Cc2ccccc2)COCc2cn(nn2)CC[C@@H]1Cc1ccc(-c2ccccc2)cc1	0.1
CC(=O)Nc1cccc2c1O[C@@H](CN(C)C(=O)OC(C)(C)C)[C@@H](C)CN(C)C2=O	0.3
CC(=O)Nc1cccc2c1O[C@H](CN(C)C(C)=O)[C@@H](C)CN(C)C2=O	0.0
O=C(C[C@@H]1C[C@@H]2c3cc(NC(=O)NC4CCCC4)ccc3O[C@@H]2[C@H](CO)O1)NCc1cc(F)ccc1F	-0.1
COc1ccc2c3c(n(C)c2c1)[C@H](CO)N(CC1CC1)CC31CCN(C(=O)CC2CC2)CC1	0.3
FC(F)(F)CN1C[C@@H]2C(c3ccccc3)[C@H](C1)N2CC(F)(F)F (some centres undefined)	0.4
O=C(Nc1ccccc1)N1CC(=O)N2[C@H](C1)[C@H](c1ccc(-c3ccc(F)cc3)cc1)[C@@H]2CO	0.4
C[C@H]1CN(C)C(=O)Cc2ccccc2O[C@@H]1CN(C)C	0.1

Only part of the results is shown. The share of hits here may be higher or lower than overall.
